From PubChem BioAssay
RAD52 anneal inh = blocks human RAD52 DNA annealing. recombinant RAD52 DNA annealing, FRET fluorescence. inhibition, % at 18.7 µM. actives 0.46% (n = 360,000);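 active = every replicate showing at least 50% inhibition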
Target sequence (P43351 whole entry, looked up): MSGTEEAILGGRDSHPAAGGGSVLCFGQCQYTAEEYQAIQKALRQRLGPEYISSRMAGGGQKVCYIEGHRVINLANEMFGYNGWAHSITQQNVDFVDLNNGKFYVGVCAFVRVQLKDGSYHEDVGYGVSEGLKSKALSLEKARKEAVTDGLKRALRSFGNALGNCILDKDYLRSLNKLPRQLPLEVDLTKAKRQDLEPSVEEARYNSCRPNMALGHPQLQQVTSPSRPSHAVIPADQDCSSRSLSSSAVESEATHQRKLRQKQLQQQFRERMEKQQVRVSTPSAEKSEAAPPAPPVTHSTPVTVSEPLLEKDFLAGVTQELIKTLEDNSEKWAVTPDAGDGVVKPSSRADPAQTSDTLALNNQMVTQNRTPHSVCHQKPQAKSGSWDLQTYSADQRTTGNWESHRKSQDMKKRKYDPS
RAD54 inh = blocks human RAD54 Holliday junction branch migration. Q92698. actives 0.14% (n = 360,000). AID 602329. inhibition, % at 10.4 µM. FAM/BHQ fluorescence;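 active = mean normalized replicate activity at least 40 and at least half of replicates scoring 40 or more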;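 also: 0% = median of neutral control wells and 100% = median of positive control wells; inhibitors cause a drop in the FAM fluorescence signal; in these data hits start at about 50%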
esBAF inh = blocks esBAF chromatin remodeling in mouse ES cells. Bmi1-luciferase knock-in reporter, 24 h; 100% = twice the neutral-well signal. actives 2% (n = 350,000). reporter increase, % at 12.5 µM. AID 602393; in the data active = activation above about 40%;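 also: 0% = median of the plate's neutral control wells and 100% = double that signal; a rise in the Bmi1 reporter signal indicates esBAF inhibition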
PglD inh = PglD (C. jejuni) enzyme inhibition; purified PglD enzyme, DTNB colorimetric CoA detection; AID 602405; actives 0.098% (n = 360,000); inhibition, % at 12.5 µM; in the data active = inhibition above about 16%, passing the limit was not always enough; also: strong numbers were not always called active
CASP6 VEID inh = inhibitors of human caspase-6; P55212; purified caspase-6, Z-VEID-R110 cleavage fluorescence; inhibition, % at 12.5 µM; actives 0.53% (n = 350,000); AID 686996;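 active = mean inhibition across replicates at least about 35%, with every replicate also reaching that limit, limit read from the data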;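 also: 0% = median of neutral control wells and 100% = no fluorescence left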
ERp5 inh = inhibitors of human ERp5; Q15084; inhibition, % at 9.99 µM; ERp5 insulin aggregation, absorbance 650 nm, 90 min; actives 0.05% (n = 350,000);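 active = mean replicate inhibition above about 25%, with every replicate also reaching it, limit read from the data, passing the limit was not always enough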
Target sequence (Q15084 whole entry, looked up): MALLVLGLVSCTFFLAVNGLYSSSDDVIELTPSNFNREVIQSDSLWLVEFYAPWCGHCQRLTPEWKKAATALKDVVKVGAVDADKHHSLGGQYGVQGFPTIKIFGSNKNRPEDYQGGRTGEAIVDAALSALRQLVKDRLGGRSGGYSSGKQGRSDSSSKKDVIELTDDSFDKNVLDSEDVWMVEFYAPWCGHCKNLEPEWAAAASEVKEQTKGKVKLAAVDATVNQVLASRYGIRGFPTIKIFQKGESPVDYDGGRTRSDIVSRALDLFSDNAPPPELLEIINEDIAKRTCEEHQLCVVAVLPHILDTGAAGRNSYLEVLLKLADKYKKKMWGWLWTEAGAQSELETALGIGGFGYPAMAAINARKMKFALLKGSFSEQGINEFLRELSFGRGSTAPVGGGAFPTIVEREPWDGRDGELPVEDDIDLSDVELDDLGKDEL
E-sel inducer = E-selectin induction on HUVECs; HUVEC E-selectin immunofluorescence imaging; normalized: neutral wells 0, TNF-alpha wells 100; actives 0.37% (n = 260,000); activation, % at 7.58 µM; AID 686992; P16581;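 active = mean E-selectin-positive cell signal at least 10% of the positive control, reached in at least 60% of replicates, without over 20% cell loss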;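 also: in these data hits start at about 27%; measured in HUVEC primary endothelial cells; signal is the percent of cells scored E-selectin positive by PE staining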
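Read-out basis: % PE-positive cells; Test system: HUVEC primary endothelial cells; Technique: immunofluorescence imaging; Dosing: single-point compound dose.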
ARNT-TACC3 inh = ARNT/TACC3 interaction disruption. AlphaScreen His-ARNT PAS-B/GST-TACC3 binding, luminescence; TACC3 fragment carries E629A point mutation. inhibition, % at 9.99 µM. actives 0.66% (n = 390,000). Q9Y6A5;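 active = mean inhibition of replicates at least 50% and at least half of replicates each reaching 50%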;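 also: 0% = complete ARNT plus TACC3 wells and 100% = ARNT alone without TACC3; many hits fall short of the cut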
Starred values were filed as active, the others as inactive; · = no result given; & = joins results of further samples.

Each structure is followed by: RAD52 anneal inh, RAD54 inh, esBAF inh, PglD inh, CASP6 VEID inh, ERp5 inh, E-sel inducer, ARNT-TACC3 inh
- Cc1ccc(N(CC(=O)NCc2ccc(F)cc2)C(=O)CCC(=O)Nc2ccccn2)cc1C
    -11, 0, ·, 0, -2, 3, 0.1, -4
- CCCCn1c(CCn2nc(C)c(Br)c2C)n[nH]c1=S
    -1, ·, ·, ·, 3, 2, ·, -6
- Cc1cc(C(=O)N2CCN(CCc3ccccc3)CC2)no1
    -13, -14, 6, -3, -1, 4, ·, 5
- O=[N+]([O-])c1ccc(-c2nc(NCc3cccnc3)c3ccccc3n2)cc1
    -9, -21, 23, -1, -7, 4, -0.1, -5
- CCCOc1ccc(C(=O)NCc2cccnc2)cc1
    ·, -4, 7, 5, ·, ·, ·, -2
- O=C(Nc1ccc2c(c1)OCO2)C1Cc2c(-c3ccc4c(c3)OCO4)ccnc2O1 (stereo unspecified)
    -1, 3, -6, -2, 65*, -1, 1.6, ·
- CN(Cc1ncc[nH]1)Cc1cn(-c2ccccc2)nc1-c1ccc2c(c1)OCO2
    1, 2, ·, 1, -3, -7, -2.3, 11
- CNC(=O)C1C2C=CC3(O2)C1C(=O)N(C1CC1)C3C(=O)NCc1ccc(OC)cc1 (stereo unspecified)
    ·, -9, -4, 6, ·, ·, ·, -1
- COC(=O)CSC1=C(C#N)C(c2ccccc2OC)C(C(=O)OC)C(=O)N1 (stereo unspecified)
    ·, 5, -1, -7, ·, ·, ·, 2
- Cc1c(C(=O)N2CCCCC2)sc(NC(=O)C(C)C)c1C#N
    -7, ·, ·, ·, 2, -6, ·, -1
- CN1[C@@H]2c3cccc(=O)n3C[C@@H]2[C@@H](CO)[C@@H]1C(=O)NCC1CCCCC1
    -5, -3, -1, -3, 1, -9, 0.2, -10
- CCC/C=C/c1ccc(CN2C(C(C)C)C(=O)N(Cc3cn(CCC4OCCCO4)nn3)CCS2(=O)=O)cc1 (stereo unspecified)
    3, -1, -6, -4, -2, 2, -7.0, ·
- COc1ccccc1CN1[C@H](CO)[C@@H](c2ccccc2)C12CN(C(C)=O)C2
    -20, ·, ·, ·, 1, -3, -0.1, ·
- COc1ccc(C(CC(=O)NCc2ccccc2)Sc2n[nH]c(-c3ccccc3)n2)cc1 (stereo unspecified)
    -3, 3, -11, 4, 19, -48, ·, 15
- CCOC(=O)C1=NN(c2ccc(F)cc2)C2=NC(C)=C(C(=O)OC)C(c3cccs3)N12 (stereo unspecified)
    ·, -8, -5, 1, ·, ·, -1.9, -3
- COc1ccc(Cl)cc1S(=O)(=O)N1CCCC(C(=O)NCCc2ccccc2)C1 (stereo unspecified)
    -3, 3, ·, 2, 0, -8, -0.7, 18
- COc1ccc(CCNC(=O)C2CCCN(S(C)(=O)=O)C2)cc1OC (stereo unspecified)
    ·, 2, -7, -4, ·, ·, ·, 29
- COc1ccc(S(=O)(=O)N2CCC(C(=O)N3CCCCC3)CC2)cc1
    3, -8, -8, 0, -2, 1, 0.2, -2
- COc1ccc(C=NCC2COc3ccccc3O2)cc1OC (stereo unspecified)
    -23, 1, -3, -4, 0, -5, ·, -5
- CCc1ccc(NC(=O)C2CCN(S(=O)(=O)c3c(C)noc3/C=C/N(C)C)CC2)cc1
    -219, 0, 1, -3, 4, -1, 9.6, 28
- COc1ccc(/C=N/n2cnn(Cc3ccccc3Cl)c2=S)cc1
    -3, ·, ·, ·, -5, 3, ·, -7
- Cc1ccc(C(=O)CSc2nnc(C)s2)cc1
    -16, ·, ·, ·, 0, 5, ·, -6
- CCc1c(C)nc2ncnn2c1N1CCC(C(=O)NCc2cccs2)CC1
    -3, -2, 7, -5, 0, -9, 1.4, -8
- COc1cccc(OCc2nnc(SCC(=O)NCc3ccco3)n2CCc2ccccc2)c1
    ·, 0, 11, -1, ·, ·, ·, 0
- CCC(=O)N(C)C[C@@H]1Oc2ncc(C#Cc3ccncc3)cc2C(=O)N([C@H](C)CO)C[C@@H]1C
    -35, 2, 0, -2, 2, 1, 0.7, 0
- CC(C)(C)NC(=O)CSc1nc(-c2ccccc2)c(-c2ccccc2)[nH]1
    ·, -7, -7, 2, ·, ·, ·, 4
- Cn1c(SCC(=O)c2ccccc2)nnc1-c1ccccn1
    -15, -9, 36, 5, -1, 1, 0.4, 21
- O=C(NC[C@H]1[C@@H](c2ccccc2)[C@H](CO)N1C(=O)C1CC1)NC1CCCC1
    6, 0, -4, 9, -1, -4, 1.4, -6
- Cc1nn(C)cc1NC(=O)C[C@@H]1CC[C@@H]2[C@H](COc3ccc(NC(=O)Nc4cccc(Cl)c4)cc3C(=O)N2C)O1
    -3, 2, 0, 1, -1, 4, 0.3, 13
- C[C@@H]1CN([C@@H](C)CO)C(=O)c2cccc(NC(=O)c3ccc(-c4nccs4)cc3)c2O[C@@H]1CN(C)Cc1ccncc1
    -10, 1, 3, -2, 1, 13, 0.3, 4

Three entries from above, sorted by molar mass, lowest first:
Each structure is followed by: RAD52 anneal inh, RAD54 inh, esBAF inh, PglD inh, CASP6 VEID inh, ERp5 inh, E-sel inducer, ARNT-TACC3 inh
- Cc1ccc(C(=O)CSc2nnc(C)s2)cc1
    -16, ·, ·, ·, 0, 5, ·, -6
- CC(C)(C)NC(=O)CSc1nc(-c2ccccc2)c(-c2ccccc2)[nH]1
    ·, -7, -7, 2, ·, ·, ·, 4
- CCC(=O)N(C)C[C@@H]1Oc2ncc(C#Cc3ccncc3)cc2C(=O)N([C@H](C)CO)C[C@@H]1C
    -35, 2, 0, -2, 2, 1, 0.7, 0

Records listed above printed as active in CASP6 VEID inh.
canonical_smiles	RAD52 anneal inh	esBAF inh	PglD inh	CASP6 VEID inh	ERp5 inh	ARNT-TACC3 inh
O=C(Nc1ccc2c(c1)OCO2)C1Cc2c(-c3ccc4c(c3)OCO4)ccnc2O1 (stereo unspecified)	-1	-6	-2	65*	-1	·

The list goes on.
Each structure is followed by: RAD52 anneal inh, RAD54 inh, esBAF inh, PglD inh, CASP6 VEID inh, ERp5 inh, E-sel inducer, ARNT-TACC3 inh
- CC1CN(C(=O)C2CCCC2)C(C)CN1C(=O)C1CCCC1 (stereo unspecified)
    -13, 0, -4, 0, -5, -19, ·, 3
- CC(=O)N1CCN(CC(=O)Nc2sccc2C#N)CC1
    -4, ·, ·, ·, 2, 1, 2.1, -5
- CCC12CN3CC(CC)(CN(C1)C31C(=O)N(C)c3ccc(C)cc31)C2=O (stereo unspecified)
    ·, -7, -8, -3, ·, ·, -0.4, -3
- COc1cc(/C=C2\SC(=S)N(N3CCOCC3)C2=O)cc(OC)c1OC
    ·, -1, -4, 2, ·, ·, ·, 2
- Cc1ccc(NC(=O)c2nc[nH]c2C(=O)N2CCC(C)CC2)cc1
    -8, 0, 3, 11, -3, 4, 0.1, -30
- COc1ccccc1NC(=O)N1CC(=O)N2[C@H](CO)[C@@H](c3ccc(-c4ccc(C)cc4)cc3)[C@@H]2C1
    -8, ·, ·, ·, -3, 0, 0.0, ·
- CCC(C(=O)N1CCN(S(=O)(=O)c2sc(C(=O)O)c(C)c2C(=O)O)CC1)c1ccccc1 (stereo unspecified)
    -18, ·, 0, ·, 5, 5, -0.5, ·
- O=C(COC(=O)/C=C/c1ccccc1)Nc1ccccc1Br
    -26, 2, ·, -7, -1, -3, 0.7, -8
- Cc1noc(C)c1NC(=O)N(C)C[C@H]1Oc2ncc(/C=C/c3ccccc3)cc2C(=O)N([C@H](C)CO)C[C@@H]1C
    -6, 1, 8, -2, -1, 7, -0.3, -4
- COC(=O)c1ccc(Sc2ccc(Cl)cc2)c(N)c1
    ·, 8, 6, 0, ·, ·, ·, -16
- COc1ccc(S(=O)(=O)N(C)c2ccc(C(=O)Nc3cccnc3)cc2)cc1OC
    -19, -5, -3, 4, 1, -5, -0.9, -3
- N#C[C@@H]1[C@H](c2ccccc2-c2cccc(F)c2)[C@@H](CO)N1C(=O)C1CCCC1
    3, ·, ·, ·, 3, -2, 0.0, ·
- CC(=O)N1c2ccc(S(=O)(=O)CCC(=O)O)cc2CC1C (stereo unspecified)
    ·, -13, -7, -2, ·, ·, ·, 0
- C[C@@H]1CCCCO[C@@H](CN(C)C(=O)CCC(F)(F)F)[C@H](C)CN([C@@H](C)CO)C(=O)c2cc(NC(=O)CCCN(C)C)ccc2O1
    ·, 19, 3, -2, ·, ·, 0.0, -16
- O=C(NNC(=S)Nc1ccccc1Cl)C1CC1
    -24, 9, 8, -4, -1, -7, ·, 17
- O=C(C[C@H]1CC[C@H](NS(=O)(=O)c2ccccc2)[C@H](CO)O1)N1CCN(c2ccccc2)CC1
    1, ·, ·, ·, -1, -3, -0.3, ·
- O=C(C[C@@H]1CC[C@@H](NC(=O)Nc2cc(F)ccc2F)[C@@H](CO)O1)NCc1ccncn1
    -7, -4, -4, -1, 0, -9, -0.1, 1
- CC12CCC(=O)C=C1CCC1C2C(O)CC2(C)C1CCC21OCC1=O (stereo unspecified)
    13, -2, -8, -1, 5, 5, 0.5, -6
- Cn1c(=O)c(C(=O)NNC(=O)c2cccc(Cl)c2)c(O)c2ccccc21
    -2, 4, 4, 0, 2, 10, 1.1, -1
- CCc1nc2c(OCc3cccc(OC)c3)cccn2c1N(C)C(=O)c1ccc(OC)cc1
    -80, -2, -1, 1, 4, 4, -0.1, ·
- CCOc1ccc(N2CC(C(=O)Nc3cccc(C)c3C)CC2=O)cc1 (stereo unspecified)
    ·, 2, -1, 6, ·, ·, ·, -3
- CC(C)=CC(=O)N1CCCC(N2CCN(c3ccccc3C)CC2)C1 (stereo unspecified)
    -11, -3, 1, -4, 1, 3, ·, -5
- CCC(=O)N1C[C@H](C)[C@H](OC)CN(C)C(=O)c2cc(NC(=O)C3CCOCC3)ccc2OC[C@@H]1C
    3, 9, -3, 1, -1, 11, 1.3, -10
- Cc1cc(OC(=O)c2cccc(Cl)c2)c([N+](=O)[O-])c(=O)[nH]1
    -4, 4, 6, -2, -1, -6, ·, -5
- Cc1cc(C)c(S(=O)(=O)N2CCC(C(=O)NCc3ccco3)CC2)c(C)c1
    ·, 1, 0, -6, ·, ·, ·, -6
- CCNC(=S)N1CCC(C(=O)c2ccc3c(c2)OCCO3)CC1
    1, -1, -6, -3, -6, -1, ·, -11
- O=C(O)c1ccc(F)c(S(=O)(=O)Nc2ccccc2)c1
    ·, -16, -4, 3, ·, ·, 0.0, 5
- COc1cccc(/C=N/n2nnnc2N)c1
    -16, ·, ·, ·, -1, 4, 7.5, -3
- CCCNC(=O)C[C@@H]1CC[C@H]2NC[C@H](O)COC[C@@H]2O1
    -11&-15, ·, ·, ·, -1&4, 1&3, 0.0&2.1, ·
- O=C(Nc1ccc(C(F)(F)F)cc1)C1CCN(c2cnccn2)CC1
    -5, -4, -4, -2, -6, 7, ·, 4
- CC(C)=NN1C(c2nonc2N)=NOC1(C)C
    -5, 4, ·, -5, 2, 0, 2.7, ·
- CC(=O)/C(=N/Nc1ccccc1[N+](=O)[O-])N1CCCc2ccccc21
    -20, 10, ·, -4, -1, 6, ·, ·
- Cc1ccccc1S(=O)(=O)N[C@H]1CC[C@H](CCn2cc(-c3ccccc3)nn2)O[C@H]1CO
    6, -3, 11, 2, 6, 0, -0.1, 4
- Cc1ccc(/C=N/n2cnc3sc(C)c(C)c3c2=O)o1
    -15, ·, ·, ·, 4, -3, ·, -5
- CCC(=O)Nc1ccc2c(c1)OC[C@H](C)N(CC1CCCCC1)C[C@@H](C)[C@@H](OC)CN(C)C2=O
    ·, 1, -5, -2, ·, ·, -0.1, -4
- CNC[C@@H]1Oc2c(NC(=O)c3ccncc3)cccc2C(=O)N([C@H](C)CO)C[C@@H]1C
    12, -4, -1, -1, 0, -4, 0.0, 1
- Cc1ccc(C(=O)Nc2ccc(N3CCOCC3)nc2)cc1
    ·, -4, 15, 3, ·, ·, ·, 3
